Screening results as filed in PubChem BioAssay.
UGM FP inh – Mtb UDP-galactopyranose mutase inhibition; P9WIQ1; actives 0.06% (n = 320,000); AID 504406; inhibition, % at 10 µM; purified UGM, fluorescence polarization probe displacement; in the data active = inhibition above about 10%, passing the limit was not always enough; inconclusive = no clear call, values can overlap the other calls
Target sequence (P9WIQ1 whole entry, looked up): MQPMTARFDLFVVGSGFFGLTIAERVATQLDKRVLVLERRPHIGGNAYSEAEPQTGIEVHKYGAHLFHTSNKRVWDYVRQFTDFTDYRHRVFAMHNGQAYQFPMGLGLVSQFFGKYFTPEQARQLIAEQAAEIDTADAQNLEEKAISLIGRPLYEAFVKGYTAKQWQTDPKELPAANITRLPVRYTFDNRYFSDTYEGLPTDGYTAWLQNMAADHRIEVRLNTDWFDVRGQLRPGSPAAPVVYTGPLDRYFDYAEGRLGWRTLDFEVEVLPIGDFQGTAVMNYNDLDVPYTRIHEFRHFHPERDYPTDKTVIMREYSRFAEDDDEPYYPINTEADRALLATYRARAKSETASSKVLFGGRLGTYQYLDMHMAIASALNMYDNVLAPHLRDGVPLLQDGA
CCHF vOTU inh – blocks the CCHF virus ovarian tumor domain protease | inhibition, % at 11.5 µM | CCHFV vOTU protease, Pep-AMC fluorescence | actives 0.55% (n = 370,000) | AID 651958; note: 0% = vehicle wells with enzyme and 100% = no enzyme wells
BoNT-A LC inh2 – blocks Botulinum neurotoxin A light chain protease | inhibition, % at 10 µM | multiplex microsphere protease substrate cleavage, flow cytometry | actives 0.17% (n = 360,000) | AID 588499; in the data active = inhibition above about 30%; inconclusive = no clear call, values can overlap the other calls; note: plate controls were buffer without enzyme for full effect and enzyme alone for no effect
PrPC TRFRET – cell surface PrPC inhibition, primary TR-FRET screen | P04156 | TR-FRET read-out | inhibition, % at 13.8 µM | actives 0.43% (n = 370,000) | AID 720596; in the data active = inhibition above about 24%; note: 0% = median of the test wells and 100% = reference compound wells
Mtb FBA inh – Mtb fructose-bisphosphate aldolase inhibition; P9WQA3; purified M. tuberculosis FBA, fluorescence read-out; inhibition, % at 1 µM; actives 2.3% (n = 360,000); in the data active = inhibition above about 27%;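 note: 0% = vehicle and 100% = reference inhibitor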
Target sequence (P9WQA3 whole entry, looked up): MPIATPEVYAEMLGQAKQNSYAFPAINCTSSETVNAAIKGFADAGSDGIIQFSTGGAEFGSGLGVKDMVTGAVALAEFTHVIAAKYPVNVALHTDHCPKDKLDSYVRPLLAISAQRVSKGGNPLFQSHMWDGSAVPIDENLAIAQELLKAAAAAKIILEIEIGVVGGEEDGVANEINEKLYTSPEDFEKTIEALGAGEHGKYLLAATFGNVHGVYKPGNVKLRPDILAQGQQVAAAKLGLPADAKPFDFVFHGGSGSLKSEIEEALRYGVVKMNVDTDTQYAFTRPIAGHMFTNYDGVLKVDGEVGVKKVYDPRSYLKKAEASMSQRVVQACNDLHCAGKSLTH
BioA inh – BioA (M. tuberculosis) enzyme inhibition; purified M. tuberculosis BioA enzyme, plate reader; inhibition, % at 9.99 µM; actives 0.096% (n = 360,000); in the data active = inhibition above about 40%; inconclusive = no clear call, values can overlap the other calls
GDH-TPI inh – counter-screen for M. tuberculosis FBA inhibitors: GDH-TPI coupled enzymes; GDH-TPI coupled enzyme counterscreen, NADH absorbance; inhibition, % at 4.8 µM; actives 1.2% (n = 360,000);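 note: 0% = DMSO wells and 100% = wells lacking the enzyme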
FadD28 FP inh – M. tuberculosis FadD28 bisubstrate binding inhibition; FadD28 bisubstrate probe binding, fluorescence polarization; inhibition, % at 12.5 µM; actives 0.22% (n = 360,000); in the data active = inhibition above about 8.5%, passing the limit was not always enough; inconclusive = no clear call, values can overlap the other calls
BoNT F protease – BoNT F light chain protease inhibition. AID 588497. actives 0.22% (n = 360,000). Multiplex microsphere protease cleavage assay, flow cytometry. inhibition, % at 10 µM; in the data active = inhibition above about 35%, passing the limit was not always enough; inconclusive = no clear call, values can overlap the other calls; note: plate controls were buffer without enzyme for full effect and enzyme alone for no effect
* hit, by the source's call; ? = inconclusive; . = no result given. Cut-off read from the data, not from the text of the source, unless noted: active = inhibition above about 30%; inactive = the rest.

SMILES | UGM FP inh | CCHF vOTU inh | BoNT-A LC inh2 | PrPC TRFRET | Mtb FBA inh | BioA inh | GDH-TPI inh | FadD28 FP inh | BoNT F protease
CCOc1ccc(CCNS(=O)(=O)c2ccc3c(c2)NC(=O)CO3)cc1OCC | 1.3 | 10 | 1.2 | -7 | 2 | 1.1 | 7 | -0.9 | -2
O=C(NC(=S)Nc1cc(C(F)(F)F)ccc1N1CCOCC1)c1ccc(-c2cccc(Cl)c2)o1 | -0.5 | -11 | 1.3 | 1 | 4 | . | -2 | -0.6 | -17
CCCOc1ccc(C=Nc2ccc(OC)c(S(=O)(=O)N3CCOCC3)c2)c(O)c1 | -2.3 | -3 | 0.3 | -1 | 3 | -1.2 | 19 | . | -11
CNC(=O)CSc1nc2cccnc2n1C1CCCCC1 | -1.2 | -7 | ? | -5 | 4 | 0.0 | 18 | 0.6 | ?
Cc1ccc(C(=O)CSc2nc(-c3ccccc3)cc(=O)[nH]2)cc1 | -2.9 | -5 | -0.5 | 8 | -1 | -1.8 | -7 | -3.3 | -4
COc1ccc(C(=O)NCC(=O)N/N=C/C(C)=C/c2ccco2)cc1OC | 2.0 | 3 | 0.4 | -14 | -2 | -0.6 | 41* | -1.2 | -1
NS(=O)(=O)c1ccc(NC(=O)COC(=O)Cc2ccc(Cl)cc2)cc1 | 1.6 | -4 | 1.0 | -4 | 5 | -2.2 | -4 | -0.7 | -1
CC(C)CCOc1ccc(C2(C)NC(=O)N(CN3CCOCC3)C2=O)cc1 (stereo not drawn) | 0.8 | . | 0.4 | . | -4 | 0.6 | 10 | -1.1 | 3
COc1cc(N2CCCC2)ccc1C=O | -0.7 | 22 | -0.5 | 1 | 2 | . | 27 | -0.9 | 0
Cc1cc(C)c(NC(=O)CN(C)C(=O)CCN2C(=O)C3CCCCC3C2=O)c(C)c1 (stereo not drawn) | . | -13 | 0.2 | 5 | -1 | -1.8 | 8 | -3.4 | 3
COc1ccc(OC)c(NC(=O)c2sc3nc(Cc4ccccc4)cc(C(F)(F)F)c3c2N)c1 | -1.5 | -6 | 0.9 | -4 | -1 | -3.6 | -1 | -1.1 | 0
COc1ccc(N(C(=O)c2ccccc2OC(C)=O)C(C)C2CC2)cc1 (stereo not drawn) | -0.5 | 8 | -1.1 | 4 | 3 | -1.5 | -7 | -0.7 | -2
COc1ccc(NC(=O)c2cc(S(=O)(=O)N3CCOCC3)ccc2C)cc1S(=O)(=O)N1CCOCC1 | 0.9 | 5 | -0.4 | -4 | -1 | -0.4 | -1 | -3.3 | 2
CC(C)c1ccc(NC(=O)c2ccccc2NC(=O)C2CC=CCC2C(=O)O)cc1 (stereo not drawn) | -0.1 | 4 | -0.1 | 2 | 1 | 0.0 | 2 | -2.3 | -11
CC1Oc2ccccc2C=C1C1/C(=C(/O)c2ccccc2)C(=O)C(=O)N1CCCN(C)C (stereo not drawn) | 1.2 | -10 | -0.6 | -7 | -5 | . | 7 | -1.7 | 1
CCCC(NC(=O)C(C)Sc1nnnn1C1CC1)c1ccccc1 (stereo not drawn) | -1.7 | 10 | 1.0 | 4 | 1 | 1.0 | 6 | . | -1
CC1(C)CC(NS(=O)(=O)c2cccc3ccccc23)CC(C)(C)N1 | 1.6 | -10 | -0.8 | 1 | 3 | -7.1 | -1 | 0.4 | 0
CCOC(=O)c1c(SC)[nH]c2c(Cl)cccc2c1=O | -1.8 | -5 | -1.0 | -3 | 1 | 5.1 | 0 | -0.4 | -15
COCCCNC(=O)CC(NS(=O)(=O)c1ccc(C)cc1)c1ccc(OC)cc1 (stereo not drawn) | 0.5 | -16 | -1.1 | 4 | -1 | 0.0 | -4 | -2.7 | -4
O=C(Oc1cccc(-n2cnnn2)c1)c1ccccc1 | 1.1 | 19 | 0.0 | -2 | -2 | . | 1 | -2.3 | -7
Cc1ccc(C)c(SCC(=O)NNC(=O)c2ccccc2)c1 | 3.3 | -5 | 0.4 | -6 | -2 | 0.6 | 4 | -1.4 | 2
CCC(=O)N(CCc1ccccc1C)Cc1cc2ccc(C)cc2[nH]c1=O | -0.7 | -6 | . | -4 | 1 | 0.1 | 13 | 0.0 | .
CC(C)(C)c1cc(NC(=O)c2cc(F)c(F)c(F)c2F)no1 | 1.2 | 2 | -0.9 | -7 | 0 | . | -14 | -2.2 | -12
CC(=O)c1ccc(S(=O)(=O)N2CCCC2)cc1 | -2.5 | -8 | 0.3 | -3 | 0 | 0.6 | 9 | -0.4 | -1
Cc1ccc(CNC(=O)Cn2nnc(C(=O)Nc3ccc(Br)cc3)c2N)cc1 | -0.4 | 1 | -0.3 | 0 | 3 | 0.1 | 0 | -2.7 | -1
COc1ccc(CC(=O)Nc2c(C(=O)N3CCN(c4ncccn4)CC3)oc3ccccc23)cc1 | 0.5 | -5 | 6.2 | 2 | 4 | 0.8 | 1 | -0.7 | 9
Cn1c(=O)n(CCOc2ccc([N+](=O)[O-])cc2)c2ccccc21 | 0.0 | -3 | -0.9 | 0 | 1 | 0.6 | 9 | -3.0 | 21
O=C(NC1CCCCC1)c1cc(-c2ccc(F)cc2)on1 | 1.5 | 8 | -3.7 | -7 | 2 | -1.6 | -4 | 0.8 | 12
O=C(CSc1nnc(Cc2cccs2)n1Cc1ccco1)Nc1ccc(Cl)cc1Cl | 1.1 | 4 | -0.3 | 9 | 1 | -0.9 | 0 | -5.0 | -8
Cc1ccc(Cc2c[nH]c(=S)s2)cc1 | 0.8 | 5 | -1.9 | 3 | 3 | . | -1 | -0.8 | -5
O=C1C(Cl)=C(NCC2CCCO2)C(=O)N1c1ccccc1 (stereo not drawn) | 0.7 | -3 | 0.2 | 2 | 0 | -2.0 | -5 | -2.4 | -3
O=C(Cn1c(=O)c2c(ncn2Cc2ccccc2)n(Cc2ccccc2)c1=O)NC1CC1 | 2.6 | 1 | 1.3 | 2 | -1 | . | -4 | -1.5 | 0
CSc1cccc(NC(=O)CCn2c(=O)c3cccn3c3cccnc32)c1 | 0.6 | 5 | -0.4 | 14 | 3 | 4.6 | 9 | 0.5 | 4
NC(=S)Nc1ncc(C(F)(F)F)cc1Cl | 1.3 | -3 | 0.6 | 6 | 1 | . | 2 | 0.7 | -1
COC(=O)CSCC(=O)Nc1cc2c(cc1C(C)=O)OCO2 | -1.0 | 4 | -0.3 | -6 | 7 | . | 11 | 1.4 | 0
O=C(Nc1nc(-c2ccc(Cl)cc2)cs1)C1CCCO1 (stereo not drawn) | 4.4 | 0 | 0.7 | -1 | 5 | 1.3 | 4 | -3.0 | -2
COc1cccc(C(NC(C)=O)c2nc(-c3cnc4ccccc4c3)cs2)c1 (stereo not drawn) | . | 14 | 0.1 | -6 | 2 | 4.9 | 1 | -1.2 | -5
CCOC(=O)C(Cc1ccccc1)NS(=O)(=O)c1ccc(NC(C)=O)cc1 (stereo not drawn) | 1.3 | 7 | 0.5 | 1 | 2 | 0.4 | 3 | 0.6 | 8
COc1cc(NC(=O)C2CC(c3ccc(Cl)cc3)=NO2)cc(OC)c1OC (stereo not drawn) | -0.3 | 7 | -3.6 | 5 | 0 | -0.1 | 9 | -5.0 | ?
O=C(COc1cnc2ccccc2n1)NCCC1=CCCCC1 | -3.0 | -2 | 0.8 | -1 | 2 | 0.6 | 11 | 1.6 | -6

The final six entries of the part before open the next one:
SMILES | UGM FP inh | CCHF vOTU inh | BoNT-A LC inh2 | PrPC TRFRET | Mtb FBA inh | BioA inh | GDH-TPI inh | FadD28 FP inh | BoNT F protease
COC(=O)CSCC(=O)Nc1cc2c(cc1C(C)=O)OCO2 | -1.0 | 4 | -0.3 | -6 | 7 | . | 11 | 1.4 | 0
O=C(Nc1nc(-c2ccc(Cl)cc2)cs1)C1CCCO1 (stereo not drawn) | 4.4 | 0 | 0.7 | -1 | 5 | 1.3 | 4 | -3.0 | -2
COc1cccc(C(NC(C)=O)c2nc(-c3cnc4ccccc4c3)cs2)c1 (stereo not drawn) | . | 14 | 0.1 | -6 | 2 | 4.9 | 1 | -1.2 | -5
CCOC(=O)C(Cc1ccccc1)NS(=O)(=O)c1ccc(NC(C)=O)cc1 (stereo not drawn) | 1.3 | 7 | 0.5 | 1 | 2 | 0.4 | 3 | 0.6 | 8
COc1cc(NC(=O)C2CC(c3ccc(Cl)cc3)=NO2)cc(OC)c1OC (stereo not drawn) | -0.3 | 7 | -3.6 | 5 | 0 | -0.1 | 9 | -5.0 | ?
O=C(COc1cnc2ccccc2n1)NCCC1=CCCCC1 | -3.0 | -2 | 0.8 | -1 | 2 | 0.6 | 11 | 1.6 | -6
CCc1cnc(Nc2nc(C(N)c3ccccc3Cl)cs2)nc1 (stereo not drawn) | . | 18 | -0.4 | -8 | -1 | -2.3 | 7 | -1.5 | -3
CN(CCC1CCOCC1)C(=O)C1CCC(=O)N(CCc2ccccc2)C1 (stereo not drawn) | 2.2 | 4 | -0.7 | 8 | -1 | 0.2 | 1 | -1.7 | -2
O=c1[nH]c(/C=C/c2ccc([N+](=O)[O-])cc2)c([N+](=O)[O-])c(=O)[nH]1 | 0.7 | 0 | 1.7 | -23 | 0 | -2.0 | 31* | -0.5 | -1
CCN(CC)S(=O)(=O)c1ccc(N2CCOCC2)c(NC(=O)CN2C(=O)NC3(CCCC3)C2=O)c1 | . | -12 | 0.1 | -3 | 1 | 5.1 | -1 | -4.4 | -4
N#CC(c1ccccc1)N1CCOCC1 (stereo not drawn) | -2.7 | -6 | -2.1 | 3 | 4 | . | 8 | -1.1 | 1
Cc1ccc(S(=O)(=O)NC2CCCC2)cc1C(N)=O | 0.9 | 4 | -0.5 | 4 | 4 | -1.6 | 5 | 0.2 | 7
COc1ccc(C(=O)O)cc1S(=O)(=O)NCc1ccncc1 | 0.4 | 19 | -0.3 | -5 | 5 | . | 14 | -2.2 | -2
CC(C)Cn1c(N)c(C(=O)CSc2nnnn2-c2ccc(Cl)cc2)c(=O)n(C)c1=O | . | -6 | -0.1 | 3 | 2 | . | -13 | -4.1 | -5
O=C(O)C(CCc1ccccn1)c1ccccc1 (stereo not drawn) | . | 5 | -0.1 | -3 | 1 | -0.4 | 11 | 1.2 | 6
COc1cc(/C=N\NC(=O)c2ccc(Cn3cc(Br)c([N+](=O)[O-])n3)o2)cc(OC)c1O | -2.5 | 10 | -0.3 | -20 | 3 | -0.3 | -4 | -4.4 | -5
O=C(CCCCO)CCCCCCCC[C@H]1N[C@H](CO)[C@H](O)[C@@H]1O[C@@H]1O[C@H](CO)[C@@H](O)[C@H](O)[C@H]1O | 0.0 | -2 | -1.1 | -3 | -1 | -1.0 | 4 | 1.8 | 0
COc1ccccc1C(=O)COC(=O)Cn1c(C)csc1=O | 2.8 | -3 | -0.8 | -4 | -1 | 2.1 | 5 | -2.0 | -4
CC1=C(C(=O)N(C(C)C)C(C)C)CC(CC(=O)NCCN2CCOCC2)C(=O)N1Cc1ccc(F)cc1 (stereo not drawn) | . | 9 | -0.9 | 5 | 4 | 1.0 | . | -1.2 | -1
COc1ccc(CN2CCC(N3CC(C)OC(C)C3)CC2)c(OC)c1 (stereo not drawn) | -2.6 | 5 | 1.4 | -3 | 14 | . | -3 | 1.2 | -5
COc1ccc(NC(=O)C(=O)NCC(c2ccco2)N2CCc3ccccc3C2)cc1 (stereo not drawn) | 1.9 | -11 | -24 | -4 | 2 | -0.1 | -11 | -4.6 | ?
O=C(COc1cccc(Cl)c1)NCc1ccccc1 | -0.5 | 17 | ? | 0 | 1 | -1.2 | -7 | -0.3 | ?
OC(c1cccc(Cl)c1)c1ncc(-c2ccccc2Cl)[nH]1 (stereo not drawn) | . | 8 | -0.7 | -11 | -1 | 2.1 | 2 | -5.3 | 0
C=CCc1ccc(OCCCNC2CCCC2)c(OC)c1 | 1.4 | 4 | -1.5 | -5 | 1 | 0.2 | -8 | -4.5 | ?
COc1cc2oc(=O)cc(-c3ccc(-c4ccc(OC(F)(F)F)cc4)cc3)c2c(OC)c1OC | . | 1 | 0.3 | -2 | 0 | -0.7 | -12 | -3.4 | -5
CC(NC(=O)c1ccco1)C1COc2ccccc2O1 (stereo not drawn) | -2.2 | 0 | 0.1 | -2 | -1 | -1.2 | 8 | 0.6 | -8
